LAP4-GFP MLPCN: modulators of LAP4-GFP expression in yeast, primary screen, S. cerevisiae, multiplex flow cytometry, MLPCN library | 320,000 compounds, 0.34% hits | 3 h; median GFP as percent of DMSO wells | GFP response vs DMSO, % at 10 µM;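 active = GFP response vs DMSO above a set limit, about the screen mean plus 3 SD, cut at about 150% in these data; inconclusive = under 70 cell events counted for the yeast strain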
proCasp3 act: activators of human procaspase-3 D3A mutant, primary screen, biochemical, absorbance, PC-3 D3A mutant, single concentration | AID 463141, 2010 | activation, % at 8.5 µM | 330,000 compounds, 0.11% hits | recombinant procaspase-3 D3A, Ac-DEVD-pNA absorbance 405 nm | Caspase-3 (Homo sapiens), P42574;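 active = activation above the mean of all tested compounds plus 3 SD, cut at about 21% in these data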;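 also: 0% = DMSO alone and 100% = DMSO wells spiked with extra 5 µM PC-3 D3A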
Target sequence (P42574 whole entry D9A/D28A/D175A): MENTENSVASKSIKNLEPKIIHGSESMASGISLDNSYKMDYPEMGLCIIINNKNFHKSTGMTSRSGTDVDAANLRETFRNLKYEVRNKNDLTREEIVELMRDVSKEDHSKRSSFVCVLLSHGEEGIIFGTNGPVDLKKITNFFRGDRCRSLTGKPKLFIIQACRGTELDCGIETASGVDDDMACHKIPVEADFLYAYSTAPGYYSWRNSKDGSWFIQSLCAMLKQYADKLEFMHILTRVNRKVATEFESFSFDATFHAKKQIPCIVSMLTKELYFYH
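Test system: Procaspase-3 D3A mutant; medium: Zinc-free HEPES/NaCl buffer with 0.01% Triton X-100 at pH 7.4; reagent: DEVD-pNA substrate; doses: one concentration, 8.5 µM nominal, 0.8% DMSO; times: 1 h preincubation plus 2 h reaction at 25 °C; signal: Epi-absorbance at 405 nm of released p-nitroaniline, 0 and 120 min; replicates: singlicate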
proCasp7 act: procaspase-7 activators, primary screen, counter-screen for procaspase-3 activator project, biochemical, absorbance, HTS, human; Caspase-7 (Homo sapiens), P55210; recombinant procaspase-7, Ac-DEVD-pNA absorbance 405 nm; D23A/D198A/D206A triple mutant, cannot self-cleave; scale: DMSO 0, 5 µM enzyme 100; activation, % at 8.5 µM; 330,000 compounds, 0.093% hits; AID 463210, 2010;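 active = percent activation above the screen-wide mean plus 3 SD, cut at about 25% in these data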
Target sequence (P55210 whole entry D23A/D198A/D206A): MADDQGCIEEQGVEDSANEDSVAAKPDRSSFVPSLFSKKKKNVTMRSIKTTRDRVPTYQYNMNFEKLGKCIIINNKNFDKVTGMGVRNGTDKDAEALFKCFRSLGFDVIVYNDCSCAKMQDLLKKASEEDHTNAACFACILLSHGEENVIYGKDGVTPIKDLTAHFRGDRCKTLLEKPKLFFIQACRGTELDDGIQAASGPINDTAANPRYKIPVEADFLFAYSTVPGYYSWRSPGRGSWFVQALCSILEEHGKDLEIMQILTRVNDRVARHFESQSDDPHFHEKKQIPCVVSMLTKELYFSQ
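Replicates: singlicate. Assay system: Procaspase-7 triple mutant (PC-7 D3A). Signal: 405 nm absorbance of p-nitroaniline. Times: 1 h preincubation, 2 h reaction. Buffer or medium: Zinc-free HEPES pH 7.4 with 300 mM NaCl, 0.01% Triton X-100. Also added: DEVD-pNA substrate. Benchmarks: DMSO wells as 0%, DMSO with 5 µM added PC-7 as 100%.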
CR mimetic SO: reduction of superoxide in aged yeast, primary screen, HTS | S. cerevisiae aged cells, superoxide DHE fluorescence; hits give low values | superoxide response (% of plate mean), % at 10 µM | 330,000 compounds, 0.18% hits;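 active = superoxide response under a set limit, about three screen SD below normal, cut at about 65% in these data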;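 also: yeast aged for seven days with compound at 30 °C before DHE staining; 100% = average MFI of all compound-treated wells on the plate with controls excluded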
AHR act: AHR activators, primary screen, cell-based, luminescence, luciferase reporter, human; Aryl hydrocarbon receptor (Homo sapiens), P35869; AHR-responsive luciferase reporter cells; activation, % at 5 µM; 320,000 compounds, 2.5% hits; AID 2796, 2010; in the data active = activation above about 47%;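 also: 0% = vehicle wells and 100% = reference agonist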
GASC-1 inh: inhibitors of GASC-1 histone demethylase, primary screen, biochemical, fluorescence, DELFIA europium | 330,000 compounds, 0.069% hits | inhibition, % at 2.35 µM | Lysine-specific demethylase 4C (Homo sapiens), Q9H3R0 | GST-JMJD2C(1-420) H3K9me3 demethylation | AID 2099, 2009;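 active = more than half of a compound's replicate wells show inhibition beyond 50%, single wells judged on their own value; inconclusive = some, but no more than half, of replicates pass 50% inhibition; inactive = no replicate passes 50% inhibition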;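 also: signal counts dimethyl H3K9 product captured on neutravidin plate; 0% = median of DMSO wells and 100% = 0.3 times that DMSO median; strong numbers were not always called active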
MEP2 TOR yeast: modulators of MEP2-GFP levels in yeast, primary screen, S. cerevisiae, multiplex flow cytometry, MLPCN library. S. cerevisiae MEP2-GFP strain, 3 h; 100% = DMSO control level. GFP response vs DMSO, % at 10 µM. 330,000 compounds, 0.51% hits;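 active = GFP response versus DMSO above a set limit, roughly screen mean plus 3 SD, cut at about 180% in these data; inconclusive = fewer than 70 cells counted for a yeast strain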;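 also: median GFP fluorescence of the barcode-gated MEP2-GFP cells per well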
RPL19A-GFP yeast: RPL19A-GFP expression modulators in yeast, primary screen, cell-based, S. cerevisiae, multiplex flow cytometry, MLPCN; S. cerevisiae RPL19A-GFP strain, 3 h; hits give low values; percent response vs DMSO, % at 10 µM; 330,000 compounds, 0.3% hits;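 active = percent response vs DMSO below 50%; inconclusive = fewer than 70 events counted for the yeast strain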;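 also: median channel GFP fluorescence of the barcoded RPL19A-GFP strain; ratio of sample median GFP to plate DMSO average so 100% = DMSO; lower means less RPL19A-GFP as with rapamycin TOR inhibition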
Starred values were filed as active, the others as inactive; ? = inconclusive; / = no result given; [ ] = dose if it differs, or a comment.

#1 Cc1cc(C)n(C(=O)c2ccccc2[N+](=O)[O-])n1
#2 CNC(=O)CN1C(=O)c2ccccc2S1(=O)=O
#3 Fc1ccccc1-c1nc(-c2ccc(Br)o2)no1
#4 C=C(C)[C@@H]1CC[C@]2(C(=O)O)CC[C@]3(C)C(CCC4[C@@]5(C)CC[C@H](O)C(C)(C)C5CC[C@]43C)C12 (stereo not given in full)
#5 COC(=O)c1cn(C(=O)c2cccs2)c2ccccc12
#6 COC(=O)c1cn(NC(=O)Cc2cccc(C(F)(F)F)c2)c(=O)c2ccccc12
#7 Cc1ccc(-c2[nH]c3ccccc3c2SCCN)cc1
#8 CCOC(=O)c1nnn(-c2nonc2N)c1CS(=O)(=O)c1ccccc1
#9 CSC[C@H](NC(=O)COc1cc2c(c3oc(=O)cc(C)c13)CCC(C)(C)O2)C(=O)O
#10 CCOC(=O)N1CCN(c2c(N3CCC(N4CCCCC4)CC3)c(=O)c2=O)CC1
entry no.,1,2,3,4,5,6,7,8,9,10
LAP4-GFP MLPCN,102,104,92,103,115,99,101,99,95,85
proCasp3 act,0,-3,15,7,-3,2,16,-4,-1,7
proCasp7 act,14,8,-3,7,2,7,4,6,-6,1
CR mimetic SO,116,108,80,82,95,93,99,102,108,100
AHR act,0,1,102*,0,-7,18,46,-1,-1,-3
GASC-1 inh,-7,-13,-16,/,14,3,-4,0,-5,10
MEP2 TOR yeast,104,107,100,118,92,97,93,105,113,88
RPL19A-GFP yeast,103,103,102,102,95,99,92,102,104,102

Some of the entries so far, with each value named.
[2] CNC(=O)CN1C(=O)c2ccccc2S1(=O)=O
  LAP4-GFP MLPCN: 104	proCasp3 act: -3	proCasp7 act: 8	CR mimetic SO: 108	AHR act: 1	GASC-1 inh: -13	MEP2 TOR yeast: 107	RPL19A-GFP yeast: 103

[6] COC(=O)c1cn(NC(=O)Cc2cccc(C(F)(F)F)c2)c(=O)c2ccccc12
  LAP4-GFP MLPCN: 99	proCasp3 act: 2	proCasp7 act: 7	CR mimetic SO: 93	AHR act: 18	GASC-1 inh: 3	MEP2 TOR yeast: 97	RPL19A-GFP yeast: 99

Going on with the list:
#11 CS(=O)(=O)c1ccccc1C(=O)Nc1ccc2sccc2c1
#12 CN(C)CCCNS(=O)(=O)c1cc(Cl)ccc1Cl
#13 COc1ccc(CN2C(=O)c3cccnc3C2=O)cc1S(=O)(=O)NCc1ccc(C)o1
#14 Cc1c(CCC(=O)N2CCC[C@H]2C(=O)O)c(=O)oc2cc3oc4c(c3cc12)CCCC4
#15 CCOc1ncccc1C(=O)NCCN1C(=O)S/C(=C/c2cccs2)C1=O
#16 Cc1ccc(C)c(Cn2c(=O)n(C)c(=O)c3sccc32)c1
#17 CCn1c(SCC(=O)N2CCN(c3ccccc3F)CC2)nnc1-c1ccoc1C
#18 CC1Cc2nc(SCC(=O)Nc3nccs3)n(C)c(=O)c2S1 (stereo not given)
#19 CCOC(=O)Cn1c(=NC(=O)c2ccc([N+](=O)[O-])s2)sc2ccccc21
#20 COc1nnc(-c2ccc(C)cc2)c2ccccc12
entry no.,11,12,13,14,15,16,17,18,19,20
LAP4-GFP MLPCN,101,101,94,102,100,93,102,109,100[may fluoresce violet],97
proCasp3 act,2,-3,-19,8,-2,4,-2,9,-2,/
proCasp7 act,6,9,-39,6,3,3,0,9,-3,/
CR mimetic SO,96,109,89,151,113,103,110,102,92,103
AHR act,5,2,-1,-3,2,0,3,29,3,/
GASC-1 inh,3,4,0,/,-2,2,-14,-1,6,-4
MEP2 TOR yeast,100,108,92,99,112,105,96,107,116[may fluoresce violet],102
RPL19A-GFP yeast,99,99,94,97,109,106,95,104,103[may fluoresce violet],99

Following part.
Each structure is followed by: LAP4-GFP MLPCN | proCasp3 act | proCasp7 act | CR mimetic SO | AHR act | GASC-1 inh | MEP2 TOR yeast | RPL19A-GFP yeast
(21) CCOC(=O)c1sc(NC(=O)c2ccc(Cl)s2)cc1C
→ 100 | 2 | -3 | 101 | -5 | -16 | 111 | 99
(22) COc1cc(CCC(=O)Nc2ccc(C)c(S(=O)(=O)N(C)C)c2)cc(OC)c1OC
→ 96[may fluoresce red and violet] | 1 | 7 | 101 | 0 | 5 | 101[may fluoresce red and violet] | ?
(23) O=C1C=C(c2ccc3ccccc3c2)C[C@@H](c2ccc(Cl)cc2)C1
→ 108 | 2 | 15 | 103 | 2 | -2 | 99 | 101
(24) O=C(NCCCn1ccnc1)c1cc2c(s1)CCCC2
→ 112 | -4 | 3 | 99 | 46 | 8 | 113 | 105
(25) CCOc1ccc(CCNC(=O)CCc2nc(-c3ccc(OC)cc3)no2)cc1OCC
→ 101 | 9 | 1 | 88 | 3 | 8 | 101 | /
(26) CN(CC(=O)Nc1c(Cl)cccc1Cl)C(=O)c1ccncc1
→ 88 | 3 | 6 | 101 | -5 | -36 | 99 | 98
(27) CCN1CCN(CC(=O)c2c[nH]c3ccc(C)cc23)CC1
→ 103 | -1 | 4 | 103 | 7 | -10 | 98 | 100
(28) COC(=O)c1ccc(/C=C2/SC(=S)N(CCCC(=O)Nc3ccccn3)C2=O)cc1
→ 85 | -11 | -2 | 129 | 0 | -10 | 97 | 99
(29) COc1ccc(S(=O)(=O)N2CCC(C(=O)N[C@@H](C)C(=O)NC3CC3)CC2)cc1
→ 102 | 8 | -10 | 83 | 2 | -7 | 120 | 107
(30) C/C(=N\NC(=O)C(=O)Nc1cccc(Cl)c1)c1ccncc1
→ 94[may fluoresce violet] | -2 | 1 | 110 | -5 | -5 | 156[may fluoresce violet] | 83[may fluoresce violet]
(31) CC(C)(C)c1ccc(OCC(=O)N2CCCCCC2)c(Br)c1
→ 109 | -6 | 3 | 96 | 9 | 0 | 110 | 98
(32) COc1cc(C(=O)OCC(=O)NC2CCCC2)cc(OC)c1OC
→ 96 | 9 | 10 | 93 | 3 | -13 | 102 | 102

Excerpt: nos. 21 to 32
Each structure is followed by: LAP4-GFP MLPCN | proCasp3 act | proCasp7 act | CR mimetic SO | AHR act | GASC-1 inh | MEP2 TOR yeast | RPL19A-GFP yeast
(21) CCOC(=O)c1sc(NC(=O)c2ccc(Cl)s2)cc1C
→ 100 | 2 | -3 | 101 | -5 | -16 | 111 | 99
(22) COc1cc(CCC(=O)Nc2ccc(C)c(S(=O)(=O)N(C)C)c2)cc(OC)c1OC
→ 96[may fluoresce red and violet] | 1 | 7 | 101 | 0 | 5 | 101[may fluoresce red and violet] | ?
(23) O=C1C=C(c2ccc3ccccc3c2)C[C@@H](c2ccc(Cl)cc2)C1
→ 108 | 2 | 15 | 103 | 2 | -2 | 99 | 101
(24) O=C(NCCCn1ccnc1)c1cc2c(s1)CCCC2
→ 112 | -4 | 3 | 99 | 46 | 8 | 113 | 105
(25) CCOc1ccc(CCNC(=O)CCc2nc(-c3ccc(OC)cc3)no2)cc1OCC
→ 101 | 9 | 1 | 88 | 3 | 8 | 101 | /
(26) CN(CC(=O)Nc1c(Cl)cccc1Cl)C(=O)c1ccncc1
→ 88 | 3 | 6 | 101 | -5 | -36 | 99 | 98
(27) CCN1CCN(CC(=O)c2c[nH]c3ccc(C)cc23)CC1
→ 103 | -1 | 4 | 103 | 7 | -10 | 98 | 100
(28) COC(=O)c1ccc(/C=C2/SC(=S)N(CCCC(=O)Nc3ccccn3)C2=O)cc1
→ 85 | -11 | -2 | 129 | 0 | -10 | 97 | 99
(29) COc1ccc(S(=O)(=O)N2CCC(C(=O)N[C@@H](C)C(=O)NC3CC3)CC2)cc1
→ 102 | 8 | -10 | 83 | 2 | -7 | 120 | 107
(30) C/C(=N\NC(=O)C(=O)Nc1cccc(Cl)c1)c1ccncc1
→ 94[may fluoresce violet] | -2 | 1 | 110 | -5 | -5 | 156[may fluoresce violet] | 83[may fluoresce violet]
(31) CC(C)(C)c1ccc(OCC(=O)N2CCCCCC2)c(Br)c1
→ 109 | -6 | 3 | 96 | 9 | 0 | 110 | 98
(32) COc1cc(C(=O)OCC(=O)NC2CCCC2)cc(OC)c1OC
→ 96 | 9 | 10 | 93 | 3 | -13 | 102 | 102
